High-throughput results (PubChem)
SIAE inh = inhibitors of human sialic acid acetylesterase SIAE | Q9HAT2 | SIAE FP-Rh probe binding, fluorescence polarization | inhibition, % at 9.66 µM | 0.69% of 370,000 active;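 active means inhibition above a cutoff: mean of compounds within the control limits plus 3 SD of those, cut at about 17% in these data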;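 further: 0% = plate median of compound wells and 100% = probe without SIAE protein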
PRMT1 FP inh = inhibitors of human PRMT1. Q99873. recombinant PRMT1, activity-based probe fluorescence polarization. inhibition, % at 2.79 µM. 1.3% of 370,000 active. AID 652257;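 active means inhibition above about 21% made by adding two undisclosed values, limit read from the data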
Target sequence (Q99873 whole entry, looked up): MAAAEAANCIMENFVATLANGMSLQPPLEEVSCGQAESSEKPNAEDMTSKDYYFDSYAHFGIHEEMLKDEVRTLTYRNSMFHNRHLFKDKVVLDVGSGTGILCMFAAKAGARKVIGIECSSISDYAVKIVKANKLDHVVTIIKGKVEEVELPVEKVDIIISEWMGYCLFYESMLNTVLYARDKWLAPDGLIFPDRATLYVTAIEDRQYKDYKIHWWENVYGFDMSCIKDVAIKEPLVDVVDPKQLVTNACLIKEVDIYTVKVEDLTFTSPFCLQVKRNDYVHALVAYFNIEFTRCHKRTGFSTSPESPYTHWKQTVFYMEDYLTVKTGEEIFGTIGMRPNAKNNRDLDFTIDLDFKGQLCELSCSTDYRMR
rCAG binder = r(CAG) repeat RNA binding; TO-PRO-1 dye displacement fluorescence; inhibition, % at 3 µM; 1.3% of 370,000 active; AID 651821;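 active means inhibition above the plate cutoff, the mean of all test compounds on that plate plus 3 SD, cut at about 35% in these data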;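 further: 0% = DMSO alone and 100% = 100 µM mitoxantrone as full dye displacement; higher means more dye released from RNA so lower well fluorescence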
MBD2 DNA inh = MBD2-methylated oligo binding inhibition | Q9UBB5 | TR-FRET, MBD2 binding to methylated oligonucleotide | inhibition, % at 4.4 µM | 0.31% of 370,000 active; in the data active means inhibition above about 13%
Target sequence (Q9UBB5 whole entry, looked up): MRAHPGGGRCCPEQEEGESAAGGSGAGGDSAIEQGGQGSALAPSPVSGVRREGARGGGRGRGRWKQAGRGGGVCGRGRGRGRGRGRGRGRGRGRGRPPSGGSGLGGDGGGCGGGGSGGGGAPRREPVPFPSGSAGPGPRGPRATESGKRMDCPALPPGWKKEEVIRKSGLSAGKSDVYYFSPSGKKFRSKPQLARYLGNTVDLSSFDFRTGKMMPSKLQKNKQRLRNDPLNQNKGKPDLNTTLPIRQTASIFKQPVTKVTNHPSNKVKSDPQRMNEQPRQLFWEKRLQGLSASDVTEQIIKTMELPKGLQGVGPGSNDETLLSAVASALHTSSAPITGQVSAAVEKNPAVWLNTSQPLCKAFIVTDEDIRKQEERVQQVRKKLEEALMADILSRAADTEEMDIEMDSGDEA
NPR1 activator = GC-A (human) enzyme activation; P16066; HEK293 GC-A cells, cGMP TR-FRET, EC30 ANP; 0% at EC30 ANP, 100% saturating ANP; activation, % at 10 µM; 0.14% of 370,000 active; in the data active means activation above about 40%
mABHD4 FP = inhibitors of mouse ABHD4; purified mABHD4, FP-Rh probe fluorescence polarization; Q8VD66; inhibition, % at 8.92 µM; AID 720543; 0.54% of 370,000 active;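 active means inhibition exceeding the mean over every tested compound plus 3 SD, cut at about 30% in these data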;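 further: 0% = plate median of compound wells and 100% = S159A mutant with DMSO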
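Assay system: Wild-type mouse ABHD4 protein | Medium: HEPES pH 7.0 buffer, 150 mM NaCl, 0.01% Pluronic F-127 | Incubation: Enzyme–compound pre-incubation 45 min, then probe 60 min, both 25 °C | Technique: Fluorescence polarization with parallel and perpendicular emission, 525/598 nm | Evaluation: % inhibition of FP-Rh probe binding versus controls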
UHRF1 binding = human UHRF1 methylated DNA binding inhibitors; Q96T88; AID 687016; UHRF1 binding to methylated oligo, TR-FRET; inhibition, % at 4.4 µM; 0.75% of 370,000 active; in the data active means inhibition above about 21%;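 further: UHRF1 SRA domain binding a hemimethylated CpG hairpin DNA probe; 0% = median of test compound wells and 100% = reference inhibitor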
TCR-CD3 inh = blocks the human TCR-CD3 interaction; TAMRA-labeled TCR probe fluorescence, biochemical; inhibition, % at 9.4 µM; 0.37% of 360,000 active; AID 651800; in the data active means inhibition above about 19%;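 further: recombinant mutant TCR 2C K166C tagged with TAMRA read by polarization; 0% = receptor in buffer alone and 100% = receptor with positive control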
HTRA1 inhibitor = HTRA1 (human) protease inhibition; 0.5% of 340,000 active; inhibition, % at 5.96 µM; recombinant HTRA1, FP-rhodamine activity-based probe, fluorescence polarization; in the data active means inhibition above about 36%;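 further: 0% = enzyme with DMSO and 100% = wells lacking enzyme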
GC-B act = GC-B (human) receptor activation; P20594; HEK293-GC-B cells, CNP EC30, cGMP TR-FRET; 0% at EC30 CNP, 100% saturating CNP; activation, % at 10 µM; 0.11% of 370,000 active;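 active means activation at 10 µM reaching about 35% in either raw or pattern-adjusted values, limit read from the data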
The depositor's hits bear a star; nt = no result given.

SMILES	SIAE inh	PRMT1 FP inh	rCAG binder	MBD2 DNA inh	NPR1 activator	mABHD4 FP	UHRF1 binding	TCR-CD3 inh	HTRA1 inhibitor	GC-B act
Cc1ccc(NC(=O)c2ccc(CNc3c(N4CCOCC4)c(=O)c3=O)cc2)cc1	4	-2	-2	-9	-8	-3	0	-1	2	3
CCn1c(C)nc2cc(S(=O)(=O)C(F)F)ccc21	0	0	-3	4	1	0	2	-1	-1	6
COc1cccc(NC(=O)C2(C)CCN2C(=O)CC2CC2)c1 (centres undefined)	1	-1	-1	-2	2	1	1	5	nt	-5
COC(=O)c1ccccc1OCCCN(C)C	1	-2	1	0	-1	6	2	1	1	0
O=C(COC(=O)c1ccccc1F)Nc1cccnc1Cl	1	-1	-2	-4	-2	-2	25*	8	0	1
CCc1ccc(CN2CCC(n3nccc3NC(=O)c3ccccc3)CC2)o1	-7	-3	-2	-4	-5	-7	0	-1	-9	-8
C[C@H]1COc2cccc(F)c2S(=O)(=O)N1C	3	0	2	0	0	4	0	nt	nt	-1
O=C(CNC(=O)c1ccccc1F)NC1CCN(Cc2ccccc2)CC1	2	-1	-3	-1	3	1	1	-1	5	-7
Cc1ccc(S(=O)(=O)N(C)C)cc1NS(=O)(=O)c1ccc(Cl)s1	-5	0	15	1	-5	7	-4	7	8	1
CCc1ccc(NC(=O)c2noc3c2CCc2ccccc2-3)cc1	-7	-5	0	-4	8	6	-1	5	-13	3
O=C(Cn1cnc2ccccc21)N/N=C/c1ccccc1[N+](=O)[O-]	-2	0	1	-1	-1	-1	2	4	-4	-9
CCCS(=O)(=O)c1nc(S(=O)(=O)c2ccc(C)cc2)c(N2CCN(C)CC2)s1	-7	1	-3	2	0	-4	1	2	3	3
COc1ccc(Cn2nnnc2C(C(C)C)N2CCN(c3ccccc3OC)CC2)cc1 (centres undefined)	0	-2	-5	0	-7	1	4	-3	-3	0
O=C(CCS(=O)(=O)c1ccc(Br)cc1)N1CCN(Cc2ccccc2)CC1	-1	-4	29	-5	0	-2	4	7	4	2
CCCN1CCC(CCOc2ccccc2)(C(=O)OCC)CC1	1	-2	-5	1	2	1	-3	-3	11	5
Cc1ccc(OCc2nc(-c3ccc(Cl)cc3)n[nH]2)cc1	-7	0	0	-2	4	-2	1	7	-30	0
CCOC(=O)C1=C(COC(=O)/C=C/c2ccc(C)o2)NC(=O)NC1C (centres undefined)	1	23*	-2	-3	3	-3	0	2	-7	8
O=C(NCc1ccccc1)OCCN1C(=O)CCC12CCCCC2	-3	2	0	7	2	-11	3	nt	nt	4
O=C(N/N=C/c1ccoc1)c1ccc(Cl)cc1	2	0	0	0	1	0	-4	0	-2	2
C#CCN1CC(COc2ccccc2)OCCS1(=O)=O (centres undefined)	0	-4	3	3	3	-3	-1	4	nt	2
Cc1ccc(SCC(=O)OCC(=O)NC2CCCCCCC2)cc1	-1	-3	-9	-3	1	-2	-1	0	14	4
CC(C)OP(=O)(OC(C)C)C(Nc1ccccn1)c1ccc(F)cc1 (centres undefined)	9	-1	-1	-2	-6	-2	-1	-5	2	-9
Cc1cc(C(=O)N2CCCC(C(=O)c3cccc4ccccc34)C2)nc(C)n1 (centres undefined)	9	-3	-3	-3	0	-6	-1	0	3	-3
Cc1ccccc1-c1nnc(SCc2ccccc2F)o1	1	5	-2	8	0	-4	4	-5	-23	2
CCN(CC)CCn1c(=S)[nH]c2cc(C(=O)NCc3ccc(C)cc3)ccc2c1=O	3	2	2	-3	1	-3	-1	-6	-18	-2
O=c1c2ccccc2nc2n1CCS2(=O)=O	-2	9	-2	-3	0	-5	1	-8	nt	8
CCC(=O)Nc1nnc(S(=O)(=O)N2CCCc3ccccc32)s1	-6	0	6	-2	10	0	1	-1	-6	0
CC(=O)c1ccc(N2CCN(c3ccccc3O)CC2)c([N+](=O)[O-])c1	31*	8	3	4	-10	9	-2	-9	3	-2
CC(=O)C1=CCC(c2ccccc2)N(Cc2ccccc2)C1 (centres undefined)	6	0	3	-2	-4	1	0	3	nt	-3
Cc1occc1-c1nnc(SCC(=O)Nc2ccncc2)n1-c1ccccc1	2	12	9	4	-9	1	-1	nt	nt	-11

Ordered by value in mABHD4 FP (high to low): three from the list above.
| Compound | mABHD4 FP |
| --- | --- |
| Cc1occc1-c1nnc(SCC(=O)Nc2ccncc2)n1-c1ccccc1 | 1 |
| Cc1ccccc1-c1nnc(SCc2ccccc2F)o1 | -4 |
| Cc1cc(C(=O)N2CCCC(C(=O)c3cccc4ccccc34)C2)nc(C)n1 (centres undefined) | -6 |

Going on with the list.
SMILES	SIAE inh	PRMT1 FP inh	rCAG binder	MBD2 DNA inh	NPR1 activator	mABHD4 FP	UHRF1 binding	TCR-CD3 inh	HTRA1 inhibitor	GC-B act
COCCCN1C(=O)[C@H](CC(=O)NCc2ccccc2)[C@]2(C(=O)OC)CCCCC=C12	0	-2	2	-2	4	0	3	nt	nt	1
O=C1NC[C@H](CC2CCCCC2)N(CCc2cccc(F)c2)C1=O	3	-1	-5	0	-5	5	-1	-1	1	-2
O=C(NCC1CCN(Cc2ccccc2F)CC1)Nc1cc(F)ccc1F	5	-6	-7	-2	3	1	0	11	4	4
CON(C)S(=O)(=O)c1cccc(C(=O)Oc2ccc(N(C)S(=O)(=O)c3ccccc3)cc2)c1	10	0	4	0	-3	-6	0	7	-5	0
O=C(CCN1C(=O)S/C(=C\C=C\c2ccccc2)C1=O)Nc1ccc(O)cc1	1	2	9	-5	6	-4	-3	5	0	-2
CCOC(=O)/C=C1\SCC(=O)N1CC(=O)Nc1ccc2c(c1)CCC2	4	-1	3	-1	0	-6	-1	10	-11	10
Cc1cccc(NC2=C/C(=N/S(=O)(=O)c3cccs3)c3ccccc3C2=O)c1	16	1	1	-5	0	13	1	3	9	19
Cc1ccc(-c2n[nH]c(=O)c3ccccc23)cc1S(=O)(=O)Nc1ccc(F)cc1	-18	3	9	0	-9	-4	11	-10	4	-6
CCN(CC(=O)NCc1ccc(Cl)cc1)C(=O)COc1cccc(Cl)c1	-1	1	-6	4	-8	3	1	-7	-6	-3
CCNC(=S)NC1CC2CCCC(C1)N2CCc1ccccc1 (centres undefined)	1	0	-4	-1	-3	4	0	5	-2	-2
Cc1ccc(NC(=O)c2sc3ncn(CC(=O)N4CCN(c5ccccn5)CC4)c(=O)c3c2C)cc1F	-6	1	8	-2	3	0	-2	-6	-3	4
COc1ccc(NC(=O)CCNC(=O)Cn2cnc3sc4c(c3c2=O)CCCC4)cc1OC	2	2	-1	2	3	-1	5	-6	4	7
CCN(C(=O)c1cn(C)c(=O)c2cc(OC)c(OC)cc12)c1ccccc1C	-7	-1	-11	8	2	2	8	-2	-4	3
CC(C)Oc1ccc(C(=O)Nc2ccc([N+](=O)[O-])cc2)cc1	6	-5	3	-1	0	-7	6	1	-6	4
COc1cc(NC(=O)c2ccco2)ccc1NC(=O)C(C)C	-3	-1	-1	-2	0	-4	-2	6	-3	5
CSc1ncccc1C(=O)OCC(=O)N(CC(C)C)c1c(N)n(Cc2ccccc2)c(=O)[nH]c1=O	-3	0	-1	5	0	9	2	-4	-3	-8
Nc1ccc(-c2c3ccccc3nc3ccccc23)cc1	-6	1	5	1	0	2	-3	3	-2	-7
CSc1cccc(CN2CCCC(CNC(=O)c3ccco3)C2)c1 (centres undefined)	16	0	-3	3	1	9	-1	8	3	0
CCn1c(C)c(C)c2cc(C(=O)N3CCCC3)ccc21	3	3	-6	-6	3	-3	-2	-2	-2	10
COc1cc(OC)cc(C(=O)NC(=S)NNC(=O)c2cnccn2)c1	-1	0	1	7	2	10	16	5	7	-4
Cc1sc2ncnc(SCC(=O)NC3CC3)c2c1C	-3	0	0	-2	0	-5	2	2	3	0
COC(=O)c1cc(COC(=O)c2nc3nccc(C)n3n2)oc1C	11	-4	1	4	-1	2	2	1	-3	-10
CCCN1CCN(C(=S)Nc2ccc(S(N)(=O)=O)cc2)CC1	6	-3	-2	2	0	-2	4	-4	3	0
Cn1c(N)c(C(=O)Nc2ccc(-c3ccccc3)cc2)sc1=S	2	12	-3	1	-2	0	0	-8	4	-2
O=C(NCCN1CCOCC1)c1cc(-c2ccccc2)nc2ccccc12	-3	-2	-2	-1	1	5	0	-1	2	-1
CCN(CCCNC(=O)CCc1nc(-c2ccc(OC)cc2)no1)c1cccc(C)c1	2	3	-8	-4	-9	0	-3	-1	-3	-10
CCOC(=O)CSc1nc2sc3c(c2c(=O)n1-c1ccc(OCC)cc1)CCN(C)C3	-1	-2	2	-4	13	5	-1	0	-17	-4
Cc1ccc(N2CC(C(=O)OCc3nc(N)nc(Nc4ccccc4C)n3)CC2=O)cc1 (centres undefined)	6	-1	-5	2	0	3	-1	11	-1	0
O=C(NCCCn1ccnc1)c1nc(Cn2cc(Br)cn2)no1	1	-1	-1	-2	1	-6	0	-1	-4	0

14 structures from above, ordered by SMILES length, ascending.
SMILES	SIAE inh	PRMT1 FP inh	rCAG binder	MBD2 DNA inh	NPR1 activator	mABHD4 FP	UHRF1 binding	TCR-CD3 inh	HTRA1 inhibitor	GC-B act
Cc1sc2ncnc(SCC(=O)NC3CC3)c2c1C	-3	0	0	-2	0	-5	2	2	3	0
Nc1ccc(-c2c3ccccc3nc3ccccc23)cc1	-6	1	5	1	0	2	-3	3	-2	-7
CCn1c(C)c(C)c2cc(C(=O)N3CCCC3)ccc21	3	3	-6	-6	3	-3	-2	-2	-2	10
COc1cc(NC(=O)c2ccco2)ccc1NC(=O)C(C)C	-3	-1	-1	-2	0	-4	-2	6	-3	5
CSc1cccc(CN2CCCC(CNC(=O)c3ccco3)C2)c1 (centres undefined)	16	0	-3	3	1	9	-1	8	3	0
CCCN1CCN(C(=S)Nc2ccc(S(N)(=O)=O)cc2)CC1	6	-3	-2	2	0	-2	4	-4	3	0
Cn1c(N)c(C(=O)Nc2ccc(-c3ccccc3)cc2)sc1=S	2	12	-3	1	-2	0	0	-8	4	-2
O=C(NCCN1CCOCC1)c1cc(-c2ccccc2)nc2ccccc12	-3	-2	-2	-1	1	5	0	-1	2	-1
COc1cc(OC)cc(C(=O)NC(=S)NNC(=O)c2cnccn2)c1	-1	0	1	7	2	10	16	5	7	-4
CC(C)Oc1ccc(C(=O)Nc2ccc([N+](=O)[O-])cc2)cc1	6	-5	3	-1	0	-7	6	1	-6	4
CCN(C(=O)c1cn(C)c(=O)c2cc(OC)c(OC)cc12)c1ccccc1C	-7	-1	-11	8	2	2	8	-2	-4	3
CCN(CCCNC(=O)CCc1nc(-c2ccc(OC)cc2)no1)c1cccc(C)c1	2	3	-8	-4	-9	0	-3	-1	-3	-10
Cc1ccc(N2CC(C(=O)OCc3nc(N)nc(Nc4ccccc4C)n3)CC2=O)cc1 (centres undefined)	6	-1	-5	2	0	3	-1	11	-1	0
CSc1ncccc1C(=O)OCC(=O)N(CC(C)C)c1c(N)n(Cc2ccccc2)c(=O)[nH]c1=O	-3	0	-1	5	0	9	2	-4	-3	-8

Some of the compounds tested; rates above refer to the full screens.
